# mIAP inh: mouse IAP inhibition; inhibition, % at 10 µM; 0.2% of 330,000 active; purified mouse IAP, CDP-Star luminescence, 30 min;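 active = inhibition of at least 40% at 10 µM in the primary screen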;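 note: plate controls were DMSO with enzyme for no effect and no enzyme wells for full effect; values of inactives mirror those of a sister screen read the other way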
# A3A deaminase: blocks human APOBEC3A ssDNA deamination; P31941; inhibition, % at 20 µM; 0.41% of 330,000 active; recombinant A3A, FAM/TAMRA ssDNA deamination fluorescence; AID 493011;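 active = at least 40% inhibition at 20 µM here, with at most 30% in a related deaminase screen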;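 note: plate controls were A3A with DMSO for no effect and wells lacking A3A enzyme for full effect; some results filed as inactive read as strong as hits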
# Target sequence (P31941 whole entry, looked up): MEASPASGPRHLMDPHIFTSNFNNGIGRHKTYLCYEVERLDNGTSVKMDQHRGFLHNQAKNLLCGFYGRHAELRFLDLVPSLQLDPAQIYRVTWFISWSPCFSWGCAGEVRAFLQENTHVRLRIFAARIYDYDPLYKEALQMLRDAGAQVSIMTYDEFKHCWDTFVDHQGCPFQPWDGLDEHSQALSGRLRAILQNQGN
# hIAP block: human IAP inhibition; purified IAP, CDP-Star luminescence, 30 min; inhibition, % at 10 µM; 0.12% of 330,000 active; AID 2544;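 active = inhibition reaching a set limit with compound at 10 µM in the primary screen, cut at about 35% in these data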;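 note: plate controls were DMSO wells with enzyme for no effect and no-enzyme buffer wells for full effect; values of inactives mirror those of a sister screen read the other way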
# Target sequence (P09923 whole entry, looked up): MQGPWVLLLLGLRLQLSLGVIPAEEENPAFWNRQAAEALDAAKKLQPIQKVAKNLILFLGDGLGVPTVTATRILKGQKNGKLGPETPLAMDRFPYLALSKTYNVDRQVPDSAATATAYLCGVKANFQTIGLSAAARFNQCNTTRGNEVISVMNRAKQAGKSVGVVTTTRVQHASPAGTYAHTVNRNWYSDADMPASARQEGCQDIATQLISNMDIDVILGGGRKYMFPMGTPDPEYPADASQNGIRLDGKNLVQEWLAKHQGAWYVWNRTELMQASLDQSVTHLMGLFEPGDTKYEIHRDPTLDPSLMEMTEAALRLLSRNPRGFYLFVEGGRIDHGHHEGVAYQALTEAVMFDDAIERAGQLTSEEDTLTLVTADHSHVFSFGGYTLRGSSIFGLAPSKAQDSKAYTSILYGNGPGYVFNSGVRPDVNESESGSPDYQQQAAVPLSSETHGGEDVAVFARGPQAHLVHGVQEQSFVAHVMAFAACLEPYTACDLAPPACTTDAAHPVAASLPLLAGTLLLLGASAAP
# SENP1 FRET inh: SENP1 (human) catalytic domain inhibition; Q9P0U3; recombinant SENP1 catalytic domain, CyPet-SUMO1-YPet FRET cleavage; inhibition, % at 10 µM; 0.21% of 360,000 active; AID 624204;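 active = inhibition at least 30% at 10 µM, raw YFP signal under a set limit, fluorescence ratio 0.5 to 1.5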;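 note: 0% = enzyme with DMSO and 100% = no enzyme wells; some results filed as inactive read as strong as hits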
# Target sequence (Q9P0U3 419-644 limits assumed): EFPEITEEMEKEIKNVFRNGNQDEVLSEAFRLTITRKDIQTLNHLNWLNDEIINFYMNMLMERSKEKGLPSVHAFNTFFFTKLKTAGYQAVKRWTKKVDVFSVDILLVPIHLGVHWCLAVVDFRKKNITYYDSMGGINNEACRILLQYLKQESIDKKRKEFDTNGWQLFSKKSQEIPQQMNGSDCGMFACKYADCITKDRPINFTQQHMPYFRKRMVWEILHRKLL
#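 Controls: no-enzyme wells low, DMSO-plus-enzyme wells high control. Test system: human recombinant His6-tagged SENP1 catalytic domain enzyme. Reagent: SFCypet-SUMO1-SFYpet FRET protein substrate, 25 nM final. Doses: one dose per compound, 10 µM, 0.5% DMSO. Detection: FRET, CFP and YFP emission. Timing: 50 min reaction at room temperature.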
# APOBEC3G inh: APOBEC3G (human) deaminase inhibition | Q9HC16 | 0.28% of 330,000 active | AID 493012 | inhibition, % at 20 µM | recombinant A3G, ssDNA deamination FAM/TAMRA fluorescence;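 active = inhibition of at least 40% at 20 µM, with no more than 30% in the related APOBEC3A deaminase screen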;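 note: plate controls were DMSO wells with A3G for no effect and wells lacking A3G enzyme for full effect; some compounds called inactive have numbers as strong as hits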
# mIAP activ: mouse IAP activation; muIAP, CDP-Star luminescence, 30 min; active compounds read high; 1 = vehicle-only enzyme signal, 0 = enzyme-free wells; activation factor at 10 µM; 0.24% of 330,000 active;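 active = activation factor of at least 2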; note: the source names both 10 and 20 µM as test concentration; values of inactives mirror those of a sister screen read the other way
#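 Assay system: mouse IAP enzyme; Reagent: CDP-Star chemiluminescent phosphatase substrate; Compound: DMSO-dissolved test compounds; Incubation: 30 min, room temperature; Technique: luminescence from enzymatic CDP-Star hydrolysis; Controls: DMSO-only wells and no-enzyme negative control.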
# MIN6 prolif: inducers of beta-cell replication in MIN6 cells; MIN6 cells proliferation, ATPlite luminescence, 48 h; cells starved in 0.2% serum; 100% = growth in 10% serum; proliferation, % at 10 µM; 0.29% of 330,000 active;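 active = compounds whose signal lies at least 3.5 SD above the mean of all wells on their plate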;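 note: 0% = DMSO-treated cells in low-serum medium and 100% = 10% serum control; some compounds called inactive have numbers as strong as hits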
# hIAP activ: human IAP activation; P09923; purified human IAP, CDP-Star luminescence, 30 min; active compounds read high; 1 = vehicle-only enzyme, 0 = enzyme-free background; activation factor at 10 µM; 0.16% of 330,000 active; AID 2524;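 active = activation factor of the enzyme at least 2-fold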; note: the source names both 10 and 20 µM as test concentration; values of inactives mirror those of a sister screen read the other way
# NALP3 yeast inh: inhibitors of NALP3 inflammasome in yeast; Yeast reconstituted NLRP3/ASC/caspase-1, beta-gal luminescence, 24 h; inhibition, % at 10 µM; 0.39% of 330,000 active; AID 2825;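 active = inhibition of 50% or more; inactive = inhibition below 50%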;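 note: plate controls were induced DMSO wells for no effect and uninduced yeast grown without galactose for full effect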
# An asterisk follows results filed as active; i = inactive. These rows are one share of the data; count on the stated rates, not on these rows.
SMILES,mIAP inh,A3A deaminase,hIAP block,SENP1 FRET inh,APOBEC3G inh,mIAP activ,MIN6 prolif,hIAP activ,NALP3 yeast inh
O=S(=O)(NCc1cccc(C(F)(F)F)c1)NCc1ccccc1F,3,3,7,-1,-1,0.97,2,0.93,24
CCC(C)(C(=O)NC1CCCCC1)N(Cc1ccco1)C(=O)c1ccc2c(c1)OCO2 (stereo not given),0,2,-6,1,-6,1,1,1.1,13
CC(OC(=O)CN1C(=O)COc2ccccc21)C(=O)NCc1ccc(F)cc1 (stereo not given),-6,0,8,2,-6,1.1,-3,0.92,-1
O=C(O)c1ccc(N/N=C/c2ccc(-c3ccc(Cl)cc3Cl)o2)cc1,-5,0,25,-32,-1,1,-6,0.75,17
O=C(NCCCN1CCOCC1)C1CCC(=O)N1C1CCCCC1 (stereo not given),9,7,-11,-1,4,0.91,-2,1.1,16
Cc1cc(=O)[nH]c(SCC(=O)Nc2ccc(S(=O)(=O)N3CCCCC3)cc2)n1,2,-2,12,1,-12,0.98,1,0.88,-1
Cc1cc2cc(C)c3nnc(SCc4ccccn4)n3c2cc1C,0,5,14,-1,1,0.99,2,0.86,8
CC(C)n1cnnc1SCC(=O)NNC(=O)COc1ccc(Cl)cc1,9,-1,-36,1,-1,0.91,-4,1.4,21
O=C(CN1CCN(c2ncc(C(F)(F)F)cc2Cl)CC1)Nc1ccc2c(c1)OCO2,6,-3,10,1,-6,0.94,-4,0.9,25
CCOC(=O)COc1ccc(S(=O)(=O)Nc2ccc3c(c2)OCO3)cc1,-2,1,7,-1,2,1,-2,0.93,20
Cc1nc(NC(=O)CSc2nc(N)cc(N)n2)sc1C,-4,-2,-11,0,-8,1,1,1.1,10
CCCn1c(C)cc(/C=C(\C#N)C(=O)OCC(=O)Nc2ccc(OC)c(Cl)c2)c1C,8,5,-1,-14,-3,0.92,0,1,5
O=C(O)c1cccc(-n2cccc2/C=C2/NC(=O)N(Cc3ccccc3F)C2=O)c1,11,62*,10,-17,11,0.89,-4,0.9,14
N/C(=N\OC(=O)COc1ccc(Br)cc1)c1cccc([N+](=O)[O-])c1,7,-2,-2,3,-3,0.93,-2,1,7
O=C1c2ccccc2NC(c2ccc(-c3cccs3)o2)N1O (stereo not given),6,-5,3,-46,-10,0.94,-6,0.97,23
O=C(CN(c1cc(Cl)ccc1Cl)S(=O)(=O)c1ccccc1)N1CCOCC1,9,-1,-6,-2,-6,0.91,2,1.1,8
COc1cc2c(cc1OC)CN(C(=S)Nc1ccccc1)CC2,-6,-4,-11,0,-3,1.1,-1,1.1,9
NC(=O)c1ccsc1NC(=O)COC(=O)CCOc1ccccc1,9,4,-1,0,-5,0.91,2,1,-2
Cc1nn(CC(=O)N2CCN(Cc3ccccc3)CC2)c(=O)c2ccccc12,-5,-3,-20,-1,-2,1.1,-1,1.2,10
CCOC(=O)CC(=O)CSc1nc2c(cc1C#N)CCCCCC2,2,-3,-11,-25,-6,0.98,-6,1.1,1
CC(C)N1CC(C(=O)Nc2ccc(S(=O)(=O)N3CCCCC3)cc2)CC1=O (stereo not given),2,-4,0,0,-14,0.98,1,1,11
CCOC(=O)N/N=C(/c1ccccc1)C1CCCCC1,-6,5,13,1,1,1.1,4,0.87,16
O=C(CN1C(=O)NC2(CCCC2)C1=O)Nc1cccc(Cl)c1,-6,-2,8,3,-4,1.1,1,0.92,9
CC(=O)NNc1nc(-c2ccccc2)cs1,16,0,-7,2,1,0.84,-5,1.1,20

# Entries of single compounds from above. Order of screens: mIAP inh	A3A deaminase	hIAP block	SENP1 FRET inh	APOBEC3G inh	mIAP activ	MIN6 prolif	hIAP activ	NALP3 yeast inh
# Cc1nn(CC(=O)N2CCN(Cc3ccccc3)CC2)c(=O)c2ccccc12 across the screens: -5	-3	-20	-1	-2	1.1	-1	1.2	10
# O=C(CN(c1cc(Cl)ccc1Cl)S(=O)(=O)c1ccccc1)N1CCOCC1 across the screens: 9	-1	-6	-2	-6	0.91	2	1.1	8
# NC(=O)c1ccsc1NC(=O)COC(=O)CCOc1ccccc1 across the screens: 9	4	-1	0	-5	0.91	2	1	-2
# COc1cc2c(cc1OC)CN(C(=S)Nc1ccccc1)CC2 across the screens: -6	-4	-11	0	-3	1.1	-1	1.1	9

# (listing goes on)
SMILES,mIAP inh,A3A deaminase,hIAP block,SENP1 FRET inh,APOBEC3G inh,mIAP activ,MIN6 prolif,hIAP activ,NALP3 yeast inh
COc1ccc(C2C(C(=O)N3CCCCC3)CCC(=O)N2c2cc(OC)c(OC)c(OC)c2)cc1 (stereo not given),-10,3,-14,1,-7,1.1,-3,1.1,15
C/C(=N/NC(=O)c1sc(NS(=O)(=O)c2ccccc2)nc1C)c1ccc(F)cc1,5,2,-22,-14,0,0.95,-3,1.2,-6
Cc1csc(NC(=O)CSc2nnc(C)n2Cc2ccco2)n1,6,-3,6,1,-3,0.94,-2,0.94,1
CN(C)c1ccc(-c2noc(C3CCN(S(=O)(=O)c4cccc(Cl)c4)CC3)n2)cc1,5,7,21,4,-5,0.95,-3,0.79,15
COC(=O)c1ccc(NC(=O)Nc2ccc3c(c2)OCO3)cc1,-61,0,13,-1,0,1.6,2,0.87,21
OC(C#CCCN1CCCCC1)(c1ccccc1)C1CCCCC1 (stereo not given),6,-2,5,2,-5,0.94,-2,0.95,18
CCN1CCN(c2ccc(S(=O)(=O)N3CCCCC3)cc2NC(=O)c2cccc(Cl)c2)CC1,5,9,-4,-1,-14,0.95,-1,1,5
CC(C)(C)NCC(O)COCc1ccc(Cl)cc1 (stereo not given),-8,-7,11,2,-5,1.1,0,0.89,12
Cc1ncc2c(n1)-c1cc(F)ccc1SC2,6,-4,2,-2,-9,0.94,-1,0.98,-50
O=C(Nc1nccs1)c1ccc(COc2ccccc2Cl)o1,7,5,3,1,-3,0.93,-1,0.97,12
O=S1(=O)CCC(NC(=S)Nc2ccc3ccccc3c2)C1 (stereo not given),-11,3,4,-1,-7,1.1,-1,0.95,5
O=C(CCn1nc(-c2ccc(Cl)cc2)c2ccccc2c1=O)NCC1CCCO1 (stereo not given),8,-1,-10,0,-2,0.93,-2,1.1,8

# Sorted by the number under NALP3 yeast inh (high to low): 3 of the compounds above
mol,mIAP inh,A3A deaminase,hIAP block,SENP1 FRET inh,APOBEC3G inh,mIAP activ,hIAP activ,NALP3 yeast inh
OC(C#CCCN1CCCCC1)(c1ccccc1)C1CCCCC1 (stereo not given),6,-2,5,2,-5,0.94,0.95,18
O=C(Nc1nccs1)c1ccc(COc2ccccc2Cl)o1,7,5,3,1,-3,0.93,0.97,12
CCN1CCN(c2ccc(S(=O)(=O)N3CCCCC3)cc2NC(=O)c2cccc(Cl)c2)CC1,5,9,-4,-1,-14,0.95,1,5

# Further structures
SMILES,mIAP inh,A3A deaminase,hIAP block,SENP1 FRET inh,APOBEC3G inh,mIAP activ,MIN6 prolif,hIAP activ,NALP3 yeast inh
CCOc1ccc(C(=O)NC2CCN(S(=O)(=O)c3ccccc3)CC2)cc1,-8,0,2,2,-1,1.1,-2,0.98,10
Cc1cc(C(=O)CSc2nnc(NCc3ccccc3)s2)c(C)n1C,2,0,-20,0,1,0.98,-3,1.2,-2
Cc1cc2n(n1)C(c1ccco1)Nc1ccccc1-2 (stereo not given),0,1,6,-4,-3,1,-4,0.94,11
O=C(Nc1ccc(F)cc1)NC1(C(=O)NCc2ccc3c(c2)OCO3)CCCCC1,-95,0,4,1,-4,2,0,0.96,5
CC(C)(C)c1csc(NC(=O)c2ccccc2O)n1,-4,-2,-8,-2,0,1,-4,1.1,55*
O=C(NC1CCCN(Cc2ccc(Cl)cc2)C1)c1c(F)cccc1F (stereo not given),2,-1,-6,0,-3,0.98,2,1.1,5
CC(=O)CCC(=O)NC1CCCc2c1cnn2-c1ccc(C(C)(C)C)cc1 (stereo not given),2,2,8,2,-3,0.98,-4,0.92,9
CCN(CC)S(=O)(=O)c1cccc(C(=O)Nc2nnc(C)s2)c1,0,-3,-9,0,-7,1,-1,1.1,19
COc1ccc(N(CC(=O)NCCSC2CCCCC2)S(=O)(=O)c2ccccc2)c(OC)c1,2,-5,7,2,-4,0.98,-2,0.93,7
COc1cc(CN2CC(=O)N(c3cccc(Cl)c3C)C2=S)cc(OC)c1OC,-1,-1,-14,-1,-5,1,-6,1.1,-1
CCN(CC)S(=O)(=O)c1cccc(NC(=O)Nc2cccc(C(F)(F)F)c2)c1,i,0,-18,1,-7,7.4*,-6,1.2,-14
COc1ccc(Cn2c(C3CC3)nc3ccc(NC(C)=O)cc3c2=O)cc1,-19,-2,7,0,-5,1.2,2,0.93,4
CC(C)CC(=O)NNC(=O)C(C)C,-4,-8,-10,2,-4,1,0,1.1,14
Cc1ccc(S(=O)(=O)NC(C)C(=O)Nc2ccccc2C(=O)N2CCCC2)cc1 (stereo not given),2,-3,2,3,-2,0.97,-1,0.98,4
COC(=O)/C=C/C(=O)N1CCN(c2ccccc2C)CC1,0,-1,10,1,-4,1,-2,0.9,9
COC(=O)CCCCCCCCC(O)C[N+]1(C)CCOCC1 (stereo not given),-5,53*,2,0,23,1,9,0.98,-3
CCCCn1c(=O)c2c(nc3n2CCCN3Cc2ccccc2)n(C)c1=O,0,-7,-9,1,-2,1,6,1.1,5
O=C(Nc1ccccc1N1CCN(c2ccc(F)cc2)CC1)C12CC3CC(CC(C3)C1)C2,-6,-4,11,-4,-3,1.1,-5,0.89,-9
CCC(=O)Nc1ccccc1Nc1cc(C#N)c(C#N)cc1[N+](=O)[O-],10,1,0,-2,1,0.9,-2,1,16
CC(=O)NS(=O)(=O)c1ccc(NC(=O)/C=C/c2ccccc2)cc1,-6,0,-1,1,-4,1.1,-5,1,16
COc1ccccc1NC(=O)CSC(N)=O,16,0,-33,2,-2,0.84,-7,1.3,12
COc1ccc(C(=O)O)cc1S(=O)(=O)NCc1cccnc1,-4,0,6,-1,21,1,5,0.94,10
CCOc1ncccc1C(=O)N1CCN(S(=O)(=O)c2ccc3c(c2)OCCO3)CC1,-5,6,-5,0,-6,1.1,-2,1,-3
Cc1[nH]c2ccccc2c1/C=C/c1nc2ccccc2c(=O)[nH]1,-3,0,6,-34,-7,1,-6,0.94,25
CC(=O)Nc1nc(C(=O)Nc2c(C)n[nH]c2C)cs1,4,1,13,3,-4,0.96,-4,0.87,-20
COc1ccc(Cl)cc1NC(=O)CN(C)C(=O)C1CC(=O)N(Cc2ccc(C)cc2)C1 (stereo not given),3,3,-14,2,3,0.97,0,1.1,6
O=C1C2(CCC13COC(c1ccc(O)cc1)OC3)COC(c1ccc(O)cc1)OC2 (stereo not given),8,8,4,0,1,0.92,0,0.96,2
CC(C)c1ccc(/C=N/NC(=O)c2ccccc2Cl)cc1,9,-1,5,9,-8,0.91,-1,0.95,-13
CCOC(=O)c1c(N)sc(C(=O)N2CCCCC2)c1C,5,-2,-14,2,-3,0.95,2,1.1,3
O=C(c1cccc(C(F)(F)F)c1)N1CCOC12CCN(c1ncc(C(F)(F)F)cc1Cl)CC2,6,-3,-16,0,-1,0.94,-6,1.2,23
CC1CCN(C(=O)C2CCCCN2S(=O)(=O)c2cccc([N+](=O)[O-])c2)CC1 (stereo not given),-18,-2,-5,-1,-7,1.2,-1,1.1,19
CCc1cc(-c2nc(N)ncc2-c2ccc(Br)cc2)c(O)cc1OC,-2,-8,10,1,-6,1,-6,0.9,-3

# Assay outcomes (PubChem)
